# FUS yeast rescue = suppressors of FUS proteinopathy in yeast; S. cerevisiae FUS-expressing, growth rescue, OD600, 24 h; Potency, µM (doses to about 76.6 µM), inactives show top-dose growth rescue (activation), hits mostly activators; 390,000 compounds, 0.24% hits; AID 1347120;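 also: potency is read from the fitted curve at half-maximal effect; plate controls were DMSO vehicle for no effect and reference control for full effect; nearly all actives have a fitted effect of over 55% in size; some results filed as inactive show a strong effect at the top dose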
#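 Galactose (2%) drives FUS expression in yeast precultured in raffinose; seeding density OD 0.005. Test compounds incubated 24hr at 30C and 99% humidity before absorbance at 600 nm was measured.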
# Abeta rescue = A-beta toxicity reversal in yeast. yeast expressing A-beta42, growth rescue, OD600, 48 h; response scale: 0% DMSO, 100% iron-clioquinol control. 410,000 compounds, 0.063% hits. Potency, µM (highest dose often 46.1 µM), inactives show at the highest dose growth rescue, actives largely listed as activators; also: potency is read from the fitted curve at half-maximal effect; nearly all actives have a fitted effect of over 55% in size
#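 Yeast growth medium received pinned compounds, then yeast cells expressing toxic A-beta were added; plates incubated at 30 C for 48 hr. Growth read as absorbance at 600 nm, normalized to DMSO and equimolar FeCl3 plus clioquinol controls.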
# PI5P4Ka inh = blocks human PI5P4K alpha kinase activity; P48426; 330,000 compounds, 1.2% hits; PI5P4Kalpha enzyme, ADP-Glo luminescence, 60 min; stronger effect = lower value; max response, %; active = max response of -50% or lower; inconclusive = between -30% and -50%; inactive = -30% or higher; also: value at the top dose of about 77 µM; % is scaled to controls: 0 for no effect and ±100 for the full control effect
# Target sequence (P48426 whole entry, looked up): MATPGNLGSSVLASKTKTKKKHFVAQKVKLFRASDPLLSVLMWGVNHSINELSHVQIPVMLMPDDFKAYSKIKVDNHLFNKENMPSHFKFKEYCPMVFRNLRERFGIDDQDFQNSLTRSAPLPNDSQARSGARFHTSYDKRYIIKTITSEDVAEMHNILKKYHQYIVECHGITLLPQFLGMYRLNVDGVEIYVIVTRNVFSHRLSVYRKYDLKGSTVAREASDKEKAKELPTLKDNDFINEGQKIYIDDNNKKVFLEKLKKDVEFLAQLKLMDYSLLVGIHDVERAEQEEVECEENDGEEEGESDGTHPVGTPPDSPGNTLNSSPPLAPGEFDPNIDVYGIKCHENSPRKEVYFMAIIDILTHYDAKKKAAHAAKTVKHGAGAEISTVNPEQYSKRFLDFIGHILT
#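 PI5P4Kalpha ADP-Glo assay; 5 microM ATP final; 60 min RT reaction; HEPES pH 7.4/EGTA/CHAPS, 5% DMSO; controls lacking substrate or enzyme; luminescent end-point.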
# EPAC1 ag = EPAC1 (human) agonism. O95398. EPAC1 agonist qHTS, biochemical assay; response scale: 100% = response to 6.5 mM cAMP. Potency, µM (doses to about 154 µM), inactives show top-dose activation, usual class: activators. 360,000 compounds, 0.073% hits. AID 720707; also: potency is read from the fitted curve at half-maximal effect; nearly all actives have a fitted effect of over 60% in size
#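 Read-out is the fluorescence drop as BODIPY-GDP leaves Rap1B (480 nm excitation, 540 nm emission), recorded every 5 minutes over 30 minutes. Reactions held 100 nM EPAC1, 250 nM Rap1B–BODIPY-GDP and 50 uM GDP, with 6.5 mM cAMP setting full activation.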
# IL2 activator = activators of IL-2; 360,000 compounds, 0.065% hits; IL-2 activation reporter assay, cell-based qHTS; stimulated with anti-CD3/CD4/CD28 beads; in transgenic mouse T cells; activation, % (series mostly up to about 46 µM); in the data active = activation above about 50%; inconclusive = mostly about 30% to 49%; also: 0% is about no effect
#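 Unstimulated transgenic mouse T cells preincubated 60 min with compound, then stimulated with anti-CD3/anti-CD4-coated beads plus anti-CD28 for 18 h at 37 degrees C. IL-2 response read as EGFP and DsRed fluorescence by plate cytometry.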
# EPAC1 antagonist = antagonists of human EPAC1; O95398; EPAC1 GEF assay, Rap1b-BODIPY-GDP exchange fluorescence; Potency, µM (highest dose often 115 µM), without a hit: at the top dose activity change, negative = inhibition, most hits filed as inhibitors; 360,000 compounds, 0.14% hits; AID 720709;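 also: potency is read from the fitted curve at half-maximal effect; plate controls were vehicle for no effect and positive control for full effect; nearly all actives have a fitted effect of over 50% in size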
# PLK1 PBD block = blocks phosphopeptide binding to human PLK1 polo-box domain | P53350 | Plk1 PBD binding of FITC phosphopeptide, fluorescence polarization | Potency, µM, for inactives: max response, negative = inhibition, usual class: inhibitors | 360,000 compounds, 2.8% hits; also: potency is read from the fitted curve at half-maximal effect; series mostly up to about 57 µM; % is scaled to controls: 0 for no effect and ±100 for the full control effect; nearly all actives have a fitted effect of over 65% in size
# Target sequence (P53350 whole entry, looked up, the tested form may be a part): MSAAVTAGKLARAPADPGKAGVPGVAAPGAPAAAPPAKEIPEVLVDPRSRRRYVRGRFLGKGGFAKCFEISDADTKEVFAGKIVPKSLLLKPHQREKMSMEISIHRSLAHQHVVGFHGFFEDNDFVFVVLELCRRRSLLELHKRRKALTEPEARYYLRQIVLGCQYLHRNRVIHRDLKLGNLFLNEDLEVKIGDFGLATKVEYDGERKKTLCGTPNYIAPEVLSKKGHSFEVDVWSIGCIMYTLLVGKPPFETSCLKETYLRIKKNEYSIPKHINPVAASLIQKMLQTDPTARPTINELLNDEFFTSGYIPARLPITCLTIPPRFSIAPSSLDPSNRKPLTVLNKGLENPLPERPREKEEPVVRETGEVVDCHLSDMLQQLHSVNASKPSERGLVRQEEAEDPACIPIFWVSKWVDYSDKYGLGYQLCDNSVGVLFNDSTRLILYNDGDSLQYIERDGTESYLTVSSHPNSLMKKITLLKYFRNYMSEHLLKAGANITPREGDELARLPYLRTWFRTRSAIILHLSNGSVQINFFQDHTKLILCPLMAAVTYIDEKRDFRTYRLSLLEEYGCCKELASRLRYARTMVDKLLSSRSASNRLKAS
# WRN inhibitor = WRN helicase (human) inhibition | Q14191 | WRN helicase unwinding, fluorescent forked duplex, kinetic | Potency, µM (top dose mostly 114 µM), inactives show at the top dose activity change, negative = inhibition, actives largely listed as inhibitors | 360,000 compounds, 0.46% hits; also: potency is read from the fitted curve at half-maximal effect; % is scaled to controls: 0 for no effect and ±100 for the full control effect; nearly all actives have a fitted effect of over 55% in size
#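 Kinetic fluorescence helicase assay: unwinding of a quenched forked DNA duplex (100 nM final) with 2 mM ATP final raises red fluorescence (525/598 nm). Compounds sat 15 min at room temperature with 20 nM WRN beforehand.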
# The depositor's hits bear a star; ? = inconclusive; . = no result given; & = joins results of further samples; [ ] = dose if it differs, or a comment. Unless noted, calls follow the shape of the dose curve; as a rule, active = well fitted curve in the direction sought with a large enough effect; inconclusive = small, poorly fitted or top-dose-only effect, or another doubt; inactive = no such curve, though single readings can be large; an effect the other way counts as inactive or inconclusive.
SMILES,FUS yeast rescue,Abeta rescue,PI5P4Ka inh,EPAC1 ag,IL2 activator,EPAC1 antagonist,PLK1 PBD block,WRN inhibitor
COc1cccc(CNC(=O)CSc2nc3c(oc4ccccc43)c(=O)n2CC2CCCO2)c1 (stereo not drawn),-19%,4%,5,6%,-3.6,9%,-2%,-4%
O=C(/C=C/c1cccs1)c1cc(F)ccc1OC(=O)N1CCOCC1,6%,-26%,7,-2%,-1.3,14%,-4%,-7%
COc1ccc(Cl)cc1C(=O)Nc1ccc2nc3n(c(=O)c2c1)CCCC3,-1%,-15%,-5,-12%,-5.1,4%,3%,0%
COC(=O)N1[C@H](C)C=C[C@]1(Cc1ccccc1)C(=O)NCCCNc1ncc(C(F)(F)F)cc1Cl,?,8%,7,-23%,-0.5,-20%,-14%,-2%
CCOc1ccc(S(=O)(=O)N2CCCCC2)cc1NC(=O)CN1C(=O)NC(C)(c2ccccc2)C1=O (stereo not drawn),?,6%,-3,9%,1.1,?,-5%,0%
CC(Sc1ccc(Cl)cc1)C(=O)NCc1ccc2c(c1)OCO2 (stereo not drawn),13%,-18%,9,-6%,-0.3,5%,-2%,5%
NC(=O)C1(Nc2ccc(-c3ccccc3)cc2)CCCC1,.,6%,0,1%,0.5,-7%,-7%,-1%
O=C1N(c2ccccc2C(F)(F)F)OC1(Cc1ccccc1)c1ccccc1 (stereo not drawn),0%,-20%,19,-11%,0.7,-6%,-1%,2%
O=C(OC(C(=O)NCc1ccc2c(c1)OCO2)c1ccncc1)c1ccc(Cl)nc1 (stereo not drawn),14%,-17%,-1,-2%,5.7,17%,1%,-2%
Cc1nc2cc(NC(=O)Nc3ccccc3Cl)ccc2n1C,4%,-24%,-7,9%,-2.3,5%,-9%,-7%
CCC(=O)Nc1nc2c(OC)ccc(OC)c2s1,-15%,4%,-2,-3%,0.7,0%,-6%,-2%
Cc1nn(CC#N)c(=O)n1-c1ccc(Cl)cc1,8%,-10%,3,4%,0.0,-5%,0%,2%
COCCCNC(=O)C(C)N1c2cccc3cccc(c23)S1(=O)=O (stereo not drawn),-1%,10%,-21,-1%,0.4,0%,11µM*,1%
COc1cc(CN2CCCC(CO)(Cc3ccccc3)C2)ccc1O (stereo not drawn),15%,14%,10,-1%,-1.0,-18%,-5%,14%
Cc1cc(OCC(O)CN2CCN(C)CC2)ccc1C(C)C (stereo not drawn),0%&13%,-4%&-10%,-4&-6,-7%&-11%,1.2&-0.8,-10%&4%,0%&-3%,9%
Cc1nc(N)nc(N/N=C/c2ccccc2)n1,-9%,-8%,0,10%,-2.1,11%,-3%,4%
CC1CCN(Cc2c(C(=O)N/N=C/c3cccc(Cl)c3)nnn2-c2nonc2N)CC1,-17%,-8%,-4,-15%,-0.3,-7%,4%,3%
CCOC(=O)[C@H]1[C@H]2COc3cc(OC)ccc3[C@@H]2N2C(=O)c3ccc(C)cc3NC(=O)[C@@]12C,28%,5%,3,-4%,0.5,0%,-1%,4%
CC1OC(c2ccccc2)OC2COC(c3ccccc3)OC12 (stereo not drawn),1%,-3%,0,-5%,0.9,0%,-4%,5%
O=C(NCCN1CCN(c2ccccc2)CC1)Nc1ccccc1Br,-28%&-6%,-12%&-7%,0,12%,0.3,-8%,-14%,3%

# Structural class: the compounds so far with a CF3 group
SMILES,FUS yeast rescue,Abeta rescue,PI5P4Ka inh,EPAC1 ag,IL2 activator,EPAC1 antagonist,PLK1 PBD block,WRN inhibitor
COC(=O)N1[C@H](C)C=C[C@]1(Cc1ccccc1)C(=O)NCCCNc1ncc(C(F)(F)F)cc1Cl,?,8%,7,-23%,-0.5,-20%,-14%,-2%
O=C1N(c2ccccc2C(F)(F)F)OC1(Cc1ccccc1)c1ccccc1 (stereo not drawn),0%,-20%,19,-11%,0.7,-6%,-1%,2%

# Complete entries, quoted from the list. Order of screens: FUS yeast rescue | Abeta rescue | PI5P4Ka inh | EPAC1 ag | IL2 activator | EPAC1 antagonist | PLK1 PBD block | WRN inhibitor
# `Cc1nc2cc(NC(=O)Nc3ccccc3Cl)ccc2n1C` is listed as 4% | -24% | -7 | 9% | -2.3 | 5% | -9% | -7%
# `CC(Sc1ccc(Cl)cc1)C(=O)NCc1ccc2c(c1)OCO2` (stereo not drawn) is listed as 13% | -18% | 9 | -6% | -0.3 | 5% | -2% | 5%
# `COc1cccc(CNC(=O)CSc2nc3c(oc4ccccc43)c(=O)n2CC2CCCO2)c1` (stereo not drawn) is listed as -19% | 4% | 5 | 6% | -3.6 | 9% | -2% | -4%

# Remaining list, next part:
SMILES,FUS yeast rescue,Abeta rescue,PI5P4Ka inh,EPAC1 ag,IL2 activator,EPAC1 antagonist,PLK1 PBD block,WRN inhibitor
CCc1c(O)nc(SCC(=O)N2CCc3cc(OC)c(OC)cc3[C@@H]2C)[nH]c1=O,-5%,4%,0,-22%,0.8,2%,2%,3%
Cc1c(C(=O)O)nn(-c2cccc(C(F)(F)F)c2)c(=O)c1C#N,-31%,-6%,0,1%,-2.2,-9%,3%,0%
C[C@@H]1CN([C@@H](C)CO)C(=O)CCCn2nncc2CO[C@@H]1CN(C)C(=O)Nc1ccc(-c2cccs2)cc1,39%,-5%,-1,-7%,-3.9,5%,-5%,-1%
Cc1ncoc1C(=O)NC1CCCc2c1cnn2-c1ccc(C(C)(C)C)cc1 (stereo not drawn),.,-22%,3,8%,-3.2,-28%,-5%,?
O=C(CN(C(=O)C1COc2ccccc2O1)c1ccccc1)NCC1CCCO1 (stereo not drawn),-1%,7%,.,-5%,-0.9,1%,-2%,-4%
COc1ccc(OC)c(NC(=O)CSc2nnc(-c3ccco3)n2-c2ccccc2)c1,5%,16%,.,14%,0.3,1%,-5%,-23%
CCN(c1ccc(NC(=O)CN2C(=O)NC3(CCOc4ccccc43)C2=O)cc1)C(C)C (stereo not drawn),-12%,9%,-4,-14%,1.7,?,2%,-8%
Cc1nn(C2CCS(=O)(=O)C2)c(C)c1CN(C)C(=O)c1ccc(S(=O)(=O)N(C)C)cc1 (stereo not drawn),2%,-2%,9,12%,-0.1,-13%,-4%,-3%
Cc1cccc(CN2CCC(CNC(=O)Cn3ncc4c([nH]c5ccccc54)c3=O)CC2)c1,9%,5%,4,16%,-1.9,11%,-12%,5%
Cc1cccc(C(=O)Nc2cccc(S(=O)(=O)NCc3ccco3)c2)c1,.,-15%,1,-1%,-4.3,-8%,2%,-11%
CCn1nc(C(=O)OC2CCOC2=O)c2ccccc2c1=O (stereo not drawn),10%,-6%,3,6%,0.1,-4%,-9%,-14%
O=C(NCc1ccccn1)c1cccc(S(=O)(=O)N2CCc3ccccc32)c1,.,-15%,1,-2%,-3.9,5%,-9%,-25%
CN1CCN(CC#CC2(O)CCCCC2)CC1,-19%,-2%,.,13%,-0.4,-7%,-10%,-1%
O=S(=O)(Nc1ncccn1)c1ccc(NS(=O)(=O)c2cc(Cl)ccc2Cl)cc1,1%,-2%,2,0%,-0.4,?,7%,1%
Cc1cc(C)nc(NC(N)=NCCc2c[nH]c3ccccc23)n1,24%,2%,-2,4%,-1.3,-13%,-15%,3%
CCOC(=O)C(NC(=O)CC)(Nc1sc(C)c(CC)c1C#N)C(F)(F)F (stereo not drawn),12%,11%,2,1%,-0.7,18%,-5%,-16%[57.1 µM]
COc1ccc(N(C(=O)c2cnccn2)C(C(=O)NC2CCCCC2)c2ccc(Cl)cc2)cc1 (stereo not drawn),-2%,12%,7,9%,0.4,-18%,-6%,-14%
CN(Cc1ccc(Cl)cc1Cl)C(=O)c1cc(=O)c2ccccc2o1,35%,-13%,1,-7%,-0.8,-27%,-7%,2%
CCC(C)NCCCCOc1ccc(Br)cc1 (stereo not drawn),-1%,-10%,0,-3%,-1.2,-1%,-6%,-7%
O=C(NCc1ccccn1)c1ccc(Cl)c(S(=O)(=O)NCc2ccccc2)c1,4%,-18%,2,-3%,0.1,-11%,0%,0%

# PLK1 PBD block: what is marked active above
SMILES	PI5P4Ka inh	EPAC1 ag	IL2 activator	EPAC1 antagonist	PLK1 PBD block	WRN inhibitor
COCCCNC(=O)C(C)N1c2cccc3cccc(c23)S1(=O)=O (stereo not drawn)	-21	-1%	0.4	0%	11µM*	1%

# Later entries:
SMILES,FUS yeast rescue,Abeta rescue,PI5P4Ka inh,EPAC1 ag,IL2 activator,EPAC1 antagonist,PLK1 PBD block,WRN inhibitor
CC(C)N(C(=O)[C@H]1CC(CC(=O)NCC23CC4CC(CC(C4)C2)C3)C(=O)N2CCc3c([nH]c4ccccc34)[C@]12C)C(C)C (stereo partly drawn),-6%,12%,-5,-3%,-1.0,12%,-18%,1%
CCOC(=O)c1nnc(-c2ccccc2)nc1Sc1c(Cl)cccc1Cl,-15%,1%[9.22 µM],20,9%,-5.8,-7%,-21%,-27%
C/C(=N\NC(=O)CN1CCCCC1)c1ccccc1O,0%,-18%,-1,3%,0.6,-7%,-13%,8%
Nc1cc(=O)[nH]c(SCC(=O)Nc2ccc3c(c2)CCC3)n1,31%,-9%,5,-6%,-2.3,-19%,-10%,-5%
O=C(CCC1CCCN(c2ncccn2)C1)NCc1ccc(F)c(F)c1 (stereo not drawn),-17%,3%,-5,8%,-2.8,-8%,-5%,-5%
COc1nc(-c2ccccc2)c2cc(Br)ccc2n1,28%,-7%,-2,-1%,-0.6,-2%,-1%,-6%
CCc1cccc(CC)c1N1C(=O)c2cc(N3CCOCC3)c([N+](=O)[O-])cc2C1=O,.,5%,3,1%,-0.2,-12%,-12%,-22%
O=C(NNC(=O)c1ccc2c(=O)n3c(nc2c1)CCC3)c1cccc(Cl)c1,11%,6%,-14,9%,-0.2,-3%,-5%,-10%
Cc1ccccc1C(=O)NC(CC(C)C)C(=O)NN1C(=O)c2ccccc2C1=O (stereo not drawn),16%,5%,8,-7%,-2.3,-3%,-17%,-11%
O=C(c1cccc(N2CCCC2=O)c1)N1CCN(c2cccc(Cl)c2)CC1,11%,-6%,2,-9%,2.3,-24%,7%,4%
O=C(O)C1(c2ccccc2)CCN(S(=O)(=O)c2ccc(Cl)s2)CC1,12%,1%,-13,5%,-0.1,-21%,1%,-3%
Cc1ccccc1NC(=O)CC1C(=O)Nc2ccccc2N1CC(=O)N(C)C1CCS(=O)(=O)C1 (stereo not drawn),12%,-10%,-16,5%,2.2,7%,-10%,0%

# Source: PubChem (National Center for Advancing Translational Sciences (NCATS))

# This is a random part of the collection, and some 4.1% of all compounds hit somewhere here.
